High-throughput results from PubChem.
Efa HMGR inh: inhibitors of class II HMG-CoA reductase from Enterococcus faecalis; purified E. faecalis HMGR, NADPH absorbance 340 nm kinetic; inhibition, % at 10 µM; 190,000 tested, 0.41% active;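 active = inhibition above a set limit, the median over all tested compounds plus 3 SD, cut at about 9.5% in these data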;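 also: enzyme runs in reverse so mevalonate oxidation gives rising NADPH absorbance; 0% = complete reaction with DMSO and 100% = background rate lacking mevalonate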
Redox H2O2 prof: compounds producing H2O2 with reducing agent – biochemical, NIH compound library profiling, artefact control for MLSCN library redox annotation, primary screen | DTT-dependent redox cycling H2O2, phenol red/HRP absorbance; 100% = 100 µM peroxide control, 0% = buffer | activation, % at 10 µM | 200,000 tested, 0.03% active;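 active = activation of at least 50% relative to the plate's high and low controls in the primary single-dose screen; inactive = activation below 50%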;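 also: compound incubated with DTT at 0.8 mM final as the reducing agent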
APP 5'UTR act: activates APP 5'UTR luciferase reporter; 190,000 tested, 1% active; SH-SY5Y APP 5'UTR luciferase reporter, luminescence; zero percent = DMSO vehicle wells; AID 1276; activation, % at 2 µM;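 active = activation above a set limit, based on mean plus 3 SD of controls, cut at about 140% in these data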; also: values of inactives mirror those of a sister screen read the other way
FLuc inhib CS: Photinus pyralis luciferase inhibition counter-screen. P08659. 200,000 tested, 1.5% active. inhibition, % at 10 µM. ATPLite firefly luciferase biochemical luminescence, 10 min;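 active = inhibition above about 50% when tested at 10 µM, limit read from the data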
Target sequence (P08659 whole entry, looked up): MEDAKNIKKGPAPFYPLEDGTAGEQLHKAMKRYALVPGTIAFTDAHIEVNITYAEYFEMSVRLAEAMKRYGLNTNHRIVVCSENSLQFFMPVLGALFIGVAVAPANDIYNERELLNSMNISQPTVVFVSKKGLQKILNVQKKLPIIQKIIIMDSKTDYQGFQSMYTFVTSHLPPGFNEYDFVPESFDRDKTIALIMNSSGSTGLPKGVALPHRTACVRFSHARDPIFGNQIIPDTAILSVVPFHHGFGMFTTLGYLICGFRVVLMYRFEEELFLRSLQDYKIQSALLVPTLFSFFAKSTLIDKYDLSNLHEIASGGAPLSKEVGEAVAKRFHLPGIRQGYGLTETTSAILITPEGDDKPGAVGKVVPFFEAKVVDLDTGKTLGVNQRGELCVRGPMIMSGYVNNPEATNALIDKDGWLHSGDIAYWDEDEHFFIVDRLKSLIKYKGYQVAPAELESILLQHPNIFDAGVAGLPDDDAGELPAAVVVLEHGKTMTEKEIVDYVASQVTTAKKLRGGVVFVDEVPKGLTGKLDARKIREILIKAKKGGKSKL
NF-kB expr up: compounds increasing NF-kB expression in human neuronal cells; 190,000 tested, 1.6% active; AID 1239; fold change at 12.5 µM; NF-kB reporter expression; hits give high values; in the data active = fold change above about 3.3
APP 5UTR inh: APP translation inhibition; 190,000 tested, 0.82% active; SH-SY5Y APP 5'UTR-luciferase reporter, luminescence; inhibition, % at 2 µM;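 active = inhibition above a set limit, derived from the sample mean plus 3 SD, cut at about 45% in these data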; also: values of inactives mirror those of a sister screen read the other way
FLuc stim CS: firefly luciferase counter-screen for stimulation assays. P08659. activation factor at 10 µM. ATPlite luciferase biochemical, luminescence, 10 min; 0 = ATP-free wells, 1 = DMSO control. 200,000 tested, under 10 active. AID 1027;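 active = luciferase activation factor, scaled between plate controls, of at least 2 with compound at 10 µM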
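assay system = Luciferase/luciferin detection reagent, cell-free biochemical luciferase assay | also added = ATP substrate | times = 10 min post-reagent at room temperature | measured by = luminescence from luciferase reaction | measure = luciferase activation, seen as luminescence increase over controls | benchmarks = low control with PBS replacing ATP, high control enzyme plus ATP without compound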
STAT1 activator: increases IFN-gamma driven STAT1 reporter signal | NIH 3T3 STAT1-luciferase reporter, luminescence; 100% = IFN-gamma alone, no compound | activation (% of control), % at 5.5 µM | 200,000 tested, 2.6% active | AID 932;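 active = activation above the screen-wide mean activation plus 3 SD, cut at about 130% in these data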;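 also: raw ratio to IFN-gamma control signal so 100% means no change and 0% no light; values of inactives mirror those of a sister screen read the other way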
G6PDH counter: L. mesenteroides G6PDH inhibition counter-screen | inhibition, % at 5 µM | 200,000 tested, 0.12% active | Purified L. mesenteroides G6PDH, diaphorase/resazurin coupled fluorescence, 45 min | AID 1020; in the data active = inhibition above about 50%
Hsp70 activator: Hsp70 transcriptional activation, primary screen; HeLa Hsp70 promoter luciferase reporter, luminescence; scaled: vehicle 0, proteasome-inhibitor control 100%; activation, % at 10 µM; 200,000 tested, 0.04% active;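 active = activation above the mean across all tested compounds plus 3 SD, cutoff set per campaign, cut at about 5.5% in these data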;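 also: 100% = MG132 at 30 µM as the positive control and 0% = DMSO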
Starred values were filed as active, the others as inactive; . = not tested or not shown.

Every second line gives: G6PDH counter	Redox H2O2 prof	APP 5'UTR act	APP 5UTR inh	STAT1 activator	NF-kB expr up	Efa HMGR inh	Hsp70 activator	FLuc inhib CS	FLuc stim CS
> Oc1ccccc1C(=S)N1CCN(c2cccc(Cl)c2)CC1
  13	-0.4	0	0	101	.	2	0.1	-8	1.1
> CCn1cc(/C=N\NC(=O)Cc2ccc([N+](=O)[O-])cc2)c(C)n1
  9	-0.5	-6	6	90	1.2	0	0.2	-4	1
> CCOC(=O)c1ccc(N2C(=O)CC(NC3CCN(C(=O)c4ccc(F)cc4)CC3)C2=O)cc1 (configuration not stated)
  -22	0.5	-8	8	104	1	-7	0.4	-4	1
> CC1CCC(C(=O)NC(C(=O)N2CCC(N3CCCCC3)CC2)C(C)C)CC1 (configuration not stated)
  20	0.2	10	-10	110	1.2	-4	-0.4	-9	1.1
> Cc1ccc(C)c(NC(=O)CSc2nnc(-c3ccccc3)n2N)c1
  3	-0.6	6	-6	94	1.1	1	-0.4	-8	1.1
> C=CCNC(=O)CSc1nnc(-c2ccccn2)n1Cc1ccccc1
  4	0.2	-3	3	102	1.4	1	-0.2	1	1
> O=C(CSc1nnc(CNC(=O)C23CC4CC(CC(C4)C2)C3)n1-c1ccccc1)Nc1ccccc1
  14	0.3	19	-19	97	0.85	-3	-0.3	-4	1
> N#CC(C#N)=C1C=CC=CN1/C(=C\c1ccco1)C(=O)c1ccc(Br)cc1
  7	0.2	-93	93*	109	0.27	0	0.2	0	1
> Cc1ccnc(NC(=O)c2ccc(Cl)cc2Cl)n1
  17	-0.2	0	0	98	1.1	-4	-0.3	13	0.9
> c1ccc(CSc2nnc(-c3cccs3)o2)cc1
  6	2.0	106	-106	158*	4.6*	-11	0.1	12	0.9
> CC(C)n1c(NCc2cccs2)nc2ccccc21
  1	-0.6	-6	6	101	1.5	3	-0.4	0	1
> O=C(NC(NC1CCS(=O)(=O)C1)C(=O)c1ccccc1)c1ccc(Cl)cc1 (configuration not stated)
  7	1.5	-2	2	100	0.93	-7	-0.2	4	1
> Cc1ccccc1CSc1nc2c(c(=O)[nH]1)CCCC2
  6	0.5	-6	6	100	0.88	-4	-0.3	-7	1.1
> S=C(c1ccc(N2CCCC2)cc1)N1CCCCC1
  4	2.2	13	-13	98	1.5	-8	-0.5	0	1
> C=CCOc1ccc(CNC(C)(C)CO)cc1OC
  19	-13	1	-1	102	1.3	-4	-0.3	-4	1
> O=C1Nc2cc(Cl)c(Cl)cc2N(O)N1c1ccc(Cl)cc1
  8	2.4	27	-27	90	1.1	2	-0.1	-2	1
> O=C1CN(CC(=O)Nc2ccc(SC(F)F)cc2)CCN1
  1	-0.1	2	-2	108	1.2	1	-0.5	-3	1
> COc1ccc(C2(C(=O)Nc3ccc(C)c(C)c3)CCOCC2)cc1
  16	0.5	14	-14	93	1.2	-3	-0.3	-7	1.1
> CCOC(=O)N1CCN(C(=O)c2cc3c(=O)n(C)c4ccccc4c3n2C)CC1
  -7	-0.9	5	-5	93	0.83	-6	-0.2	-2	1
> Cc1ccc(-n2nc3cc(C)c(N)cc3n2)cc1
  25	3.5	120	-120	107	3.9*	-7	0.4	81*	0.2
> COc1cc(NC(=O)C/C(C)=N/NC(=O)C(=O)NC2CCCCC2)c(OC)cc1Cl
  2	-1.2	4	-4	100	.	0	-0.2	-7	1.1
> O=C(CN1C(=O)NC2(CCCC2)C1=O)N1CCc2ccccc2C1
  6	-1.2	-5	5	106	1.4	2	-0.1	0	1
> Cc1ccccc1N1C(=O)CC(Nc2ccc3c(c2)OCO3)C1=O (configuration not stated)
  9	0.2	-14	14	94	1	-9	-0.1	-7	1.1
> CC(=O)SC(C)CC(=O)NCc1ccccc1 (configuration not stated)
  2	0.9	15	-14	98	1	-1	-0.5	-5	1.1
> Cc1nn(C(=O)c2nn(C)cc2Cl)c(C)c1Br
  11	.	-9	9	100	1.2	3	-0.4	1	1
> COc1cc(OC)cc(C(=O)Nc2cccc(NC(C)=O)c2)c1
  8	0.1	22	-22	88	0.97	-8	-0.2	5	1
> CCCCN(C(=O)CSc1nnc(Nc2ccc(C)c(C)c2)s1)c1c(N)n(Cc2ccccc2)c(=O)[nH]c1=O
  3	-1.1	10	-10	99	0.75	2	-0.3	63*	0.4
> Cc1ccc(CN2CCN(Cc3cn(C(C)C)c4ccccc34)CC2CCO)o1 (configuration not stated)
  8	-0.8	16	-16	94	1.1	-4	-0.3	-2	1
> NC(=O)C1CCCN(S(=O)(=O)c2ccc(Br)cc2)C1 (configuration not stated)
  2	0.3	-12	12	102	1.1	-1	-0.5	-1	1
> Cc1ccc(-n2cc(S(=O)(=O)c3ccc(C)cc3)[nH]c2=O)cc1
  1	0.5	-6	6	103	1.1	0	0.0	4	1
> CCOc1ccccc1NC(=O)C(CC(C)C)NC(=O)C1CCC(C)CC1 (configuration not stated)
  -3	0.2	-1	1	102	0.88	-6	-0.1	-6	1.1
> COc1ccc(OC)c(S(=O)(=O)N(C)CC(=O)N2CCN(c3ccc(F)cc3)CC2)c1
  27	1.9	1	-1	96	0.98	4	-0.6	1	1
> O=c1[nH]ncn1-c1ccc(Br)cc1
  5	0.9	-3	3	96	1.1	-2	-0.1	-4	1
> O=C(CN1C(=O)C2C3CC(C(Br)C3Br)C2C1=O)OCC(=O)c1cccc([N+](=O)[O-])c1 (configuration not stated)
  14	-3.9	0	0	95	1.1	-7	-0.1	-1	1
> CCNC(=O)C1CC(=O)OC12CCCCC2 (configuration not stated)
  6	1.6	-9	8	96	1.2	2	0.1	-5	1
> CN(C)C=NC(=O)c1ccc(N2CCN(c3ncc(C(F)(F)F)cc3Cl)CC2)cc1
  2	7.1	.	.	99	1.1	-4	-0.1	-4	1
> O=C(NCc1ccco1)c1cc(S(=O)(=O)N2CCOCC2)ccc1Cl
  4	-0.7	16	-16	93	0.93	2	-0.2	-2	1
> CN(Cc1cnn(C)c1)C(=O)C1CCCCC1C(=O)O (configuration not stated)
  5	-0.1	16	-16	94	1.2	-2	0.1	-6	1.1
> Clc1ccc(-c2csc(N3CCC(c4ccccc4)C3)n2)cc1 (configuration not stated)
  -3	4.1	10	-10	132*	2.4	1	-0.3	6	0.9
> CCNc1nc(NCC)n2c(SCC(=O)N3CC4(C)CC3CC(C)(C)C4)nnc2n1 (configuration not stated)
  -12	0.6	-6	6	97	1.1	-2	-0.4	-4	1

Shown as tab-separated lines: two of the compounds above.
mol	G6PDH counter	Redox H2O2 prof	APP 5'UTR act	APP 5UTR inh	STAT1 activator	NF-kB expr up	Efa HMGR inh	Hsp70 activator	FLuc inhib CS	FLuc stim CS
O=C(NCc1ccco1)c1cc(S(=O)(=O)N2CCOCC2)ccc1Cl	4	-0.7	16	-16	93	0.93	2	-0.2	-2	1
CCNC(=O)C1CC(=O)OC12CCCCC2 (configuration not stated)	6	1.6	-9	8	96	1.2	2	0.1	-5	1

Following part.
Every second line gives: G6PDH counter	Redox H2O2 prof	APP 5'UTR act	APP 5UTR inh	STAT1 activator	NF-kB expr up	Efa HMGR inh	Hsp70 activator	FLuc inhib CS	FLuc stim CS
> CC(C)NC(=S)N/N=C/c1c[nH]c2ccccc12
  6	0.2	35	-35	128	1.7	-4	-0.1	7	0.9
> CCn1c(SCC(=O)N2CCCc3ccccc32)nc2ccccc2c1=O
  0	1.1	-8	8	101	0.57	-6	-0.6	-5	1.1
> O=C(c1ccccc1F)N1CCC(N2CCCCCC2)CC1
  1	0.3	18	-18	100	.	5	-0.4	1	1
> CCOC(=O)C(C)Sc1nnc(NC(=O)c2cccc([N+](=O)[O-])c2C)s1 (configuration not stated)
  12	-0.5	9	-9	98	0.98	2	-0.2	-9	1.1
> CCCn1cc(S(=O)(=O)CC(=O)Nc2ccc(OCC)cc2)c2ccccc21
  -18	-2.3	-1	1	103	0.77	-1	-0.3	-7	1.1
> Cc1csc(SCC(=O)NC(=O)NC(C)C)n1
  4	-0.4	-15	15	102	1.1	1	-0.1	0	1
> Cn1nnnc1SCC(=O)NC(=O)Cc1ccccc1
  5	-0.4	-8	8	104	0.94	0	-0.1	-2	1
> COc1ccc(S(=O)(=O)N(Cc2cccs2)C2CCCC2)cc1
  3	-1.0	-3	3	104	0.69	2	-0.6	-1	1
> CC(=O)N1CCN(c2nc3cc4c(cc3nc2NS(=O)(=O)c2ccccc2)OCCO4)CC1
  4	-0.6	-5	4	99	0.59	0	0.1	-9	1.1
> O=c1cc(/C=C/c2cccs2)[nH]c2ccccc12
  2	-1.1	-9	9	84	0.94	-3	-0.4	-5	1
> OCCNCCOc1ccc(Cl)c(Cl)c1
  4	-0.3	1	-1	97	1.1	0	-0.2	1	1
> CC(C)OC(=O)CC1C(=O)NCCN1C(=S)NC(=O)c1cccs1 (configuration not stated)
  20	-0.5	0	0	101	1.1	-3	-0.3	-5	1.1
> CCSC1=C(C#N)C2(CCCCC2)C(C#N)C(=O)N1 (configuration not stated)
  8	0.2	-2	2	101	1.1	-2	0.1	-9	1.1
> Fc1ccc(CN(Cc2ccccc2)C(c2cccs2)c2nnnn2C2CCCCC2)cc1 (configuration not stated)
  10	0.1	-5	5	97	1.2	-12	-0.4	-4	1
> CCOC(=O)N1CCC(NC(=O)CN(C)S(=O)(=O)c2cc3c(cc2Cl)NC(=O)CO3)CC1
  -2	0.0	-5	5	101	0.99	-3	-0.2	-8	1.1
> COc1cc(C=O)ccc1OCC(=O)NC(C)(C)C
  24	-0.3	-3	3	101	1.3	3	0.9	-1	1
